HCT116 bCat-KO: beta-catenin-lacking colon tumor cell growth suppression; HCT116 beta-catenin knockout viability, CellTiter-Glo, 60 h; stronger effect = lower value; viability, % at 10 µM; 140,000 compounds, 1.5% hits; AID 818;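 active means viability at or under a set limit, the compound median less 4 SD, cut at about 6% in these data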;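 further: 0% = Hyamine 1622 control at 20 µM and 100% = untreated cell control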
Measles CPE: protection of cells from measles virus; protection (pct of control), % at 4 µM; AID 841; Measles virus-infected cells, CPE protection, absorbance; 140,000 compounds, 1.5% hits; in the data active means protection mostly above about 24%, no sharp cut-off; inactive means mostly below about 26%; further: some compounds called inactive have numbers as strong as hits
GALR2 antag: blocks the human galanin receptor 2; GALR2-expressing cells, antagonist mode; inhibition, % at 4 µM; 140,000 compounds, 0.39% hits; AID 828; in the data active means inhibition above about 27%;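 further: cells stimulated with galanin 1-16 at roughly its EC80; 0% = agonist challenge control and 100% = basal control without agonist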
Target sequence (O43603 whole entry, looked up): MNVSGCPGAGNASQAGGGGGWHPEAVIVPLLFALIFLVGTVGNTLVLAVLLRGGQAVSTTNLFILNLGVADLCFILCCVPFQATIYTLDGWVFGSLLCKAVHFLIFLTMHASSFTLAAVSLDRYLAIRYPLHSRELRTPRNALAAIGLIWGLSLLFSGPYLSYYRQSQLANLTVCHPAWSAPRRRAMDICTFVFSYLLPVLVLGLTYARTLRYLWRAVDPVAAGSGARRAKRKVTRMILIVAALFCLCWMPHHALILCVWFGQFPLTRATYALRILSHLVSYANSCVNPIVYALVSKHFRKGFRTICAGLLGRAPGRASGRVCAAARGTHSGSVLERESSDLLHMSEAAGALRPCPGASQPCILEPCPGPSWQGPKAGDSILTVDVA
NPY Y2 blocker: NPY-Y2 (human) receptor antagonism; P49146; NPY-Y2 expressing cells, antagonist mode; inhibition, % at 2.7 µM; 140,000 compounds, 0.99% hits; in the data active means inhibition above about 17%;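 further: 0% = vehicle with agonist challenge and 100% = reference antagonist with challenge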
Target sequence (P49146 whole entry, looked up): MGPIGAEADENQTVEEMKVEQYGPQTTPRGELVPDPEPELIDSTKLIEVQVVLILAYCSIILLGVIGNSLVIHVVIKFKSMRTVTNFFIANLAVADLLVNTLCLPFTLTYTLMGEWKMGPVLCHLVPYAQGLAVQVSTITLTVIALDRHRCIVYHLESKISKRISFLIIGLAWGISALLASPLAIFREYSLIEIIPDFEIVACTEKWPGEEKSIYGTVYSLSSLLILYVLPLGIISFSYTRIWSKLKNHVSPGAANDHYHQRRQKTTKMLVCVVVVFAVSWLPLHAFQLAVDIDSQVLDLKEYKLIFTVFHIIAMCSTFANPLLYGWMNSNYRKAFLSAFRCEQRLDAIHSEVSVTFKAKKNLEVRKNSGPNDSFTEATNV
Phagocyt inh: blocks phagocytosis by macrophages | 110,000 compounds, 0.07% hits | inhibition, % at 5 µM | J774A.1 macrophage IgG-bead phagocytosis, imaging;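 active means inhibition above the mean of the plate negative controls plus 5 SD, cut at about 13% in these data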;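 further: phagocytic index as fraction of beads internalized from green versus red external bead signal; plate controls were DMSO negative control for no effect and cytochalasin-D positive control for full effect; some results beyond the cut were filed as inactive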
HCT116 PTEN-null: growth suppressors of cells with PTEN tumor suppressor deletion. HCT116 PTEN-null viability, CellTiter-Glo, 60 h; stronger effect = lower value. viability, % at 10 µM. 140,000 compounds, 1.2% hits;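 active means viability at or below a set limit, 4 SD under the median of all tested compounds, cut at about 3.7% in these data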;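 further: PTEN knockout HCT116 line with beta catenin targeted HCT116 as companion control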
Yeast life ext: yeast lifespan extension | S. cerevisiae growth with nicotinamide, OD615; deaD strain in restrictive glucose medium | inhibition of the nicotinamide effect, % at 10 µM | 130,000 compounds, 0.68% hits;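 active means inhibition above a set limit, placed 3 SD over the median of all compounds, cut at about 26% in these data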;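 further: 0% = nicotinamide-treated wells and 100% = cells grown without nicotinamide; some compounds called inactive have numbers as strong as hits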
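Assay system: DeaD-strain S. cerevisiae. Medium: CSMM-D glucose medium, restrictive. Reagent: nicotinamide, 1.5 mM, co-present with compound. Compound: 10 µM single point, 0.25% DMSO. Schedule: culture preincubation 4 h, compound exposure 48 h, both 30 °C. Detection: absorbance at 615 nm.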
BB579 growth dn: yeast BB579 growth reduction in restrictive medium | S. cerevisiae BB579 growth, OD615, 48 h | inhibition, % at 10 µM | 140,000 compounds, 0.51% hits;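 active means inhibition above a set limit, 3 SD over the mean compound inhibition, cut at about 44% in these data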; further: inactives centre near -24
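Detection: OD615 turbidity measurement; Material: Saccharomyces cerevisiae DeaD strain BB579, replicative lifespan model yeast; Timing: 48 h exposure, 30 °C; Doses: single 10 µM dose; Medium: CSMM-D restrictive synthetic medium containing dextrose (glucose); Controls: amphotericin B at 10 µg/mL as positive control.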
MRP1 act: MRP-1 activation. H69AR cells + doxorubicin, viability rescue, CellTiter-Glo. viability increase, % at 10 µM. 140,000 compounds, 0.61% hits;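 active means viability gain under doxorubicin at or above a set limit, the compound median plus 3 SD, cut at about 4.7% in these data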;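 further: MRP-1 overexpressing cells given doxorubicin 25 µM after compound pretreatment; 18-22 h compound pretreatment then 72 h with doxorubicin before readout; 0% = doxorubicin-only wells and 100% = vehicle-treated cells without doxorubicin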
E-sel TNF inh: blocks E-selectin expression induced by TNF alpha; HUVEC TNFa-induced E-selectin immunofluorescence, high content; inhibition, % at 2 µM; 120,000 compounds, 0.71% hits; AID 1246;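 active means inhibition above the batch mean plus 3 SD, and confirmed as a hit on visual image review, cut at about 43% in these data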;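 further: 0% = TNF-stimulated DMSO wells and 100% = unstimulated control wells; not every result past the cut was called active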
* marks the source's active call; other numbers are inactive results; . = not tested or not shown. Compounds were not picked by outcome; about 6.2% have a hit in one of these screens.

SMILES	HCT116 bCat-KO	Measles CPE	GALR2 antag	NPY Y2 blocker	Phagocyt inh	HCT116 PTEN-null	Yeast life ext	BB579 growth dn	MRP1 act	E-sel TNF inh
COc1ccc(OC)c(-c2nc3c(C)n[nH]c(=O)c3[nH]2)c1	81.1	5.7	8.6	1.3	-0.5	88.0	-11.6	-45.7	-2.0	7.4
COc1cc(/C=c2\sc3nc(=O)c(-c4ccccc4)nn3c2=O)ccc1OCCC(C)C	94.3	31.0	-9.1	1.6	-9.5	89.3	9.2	-53.8	-2.4	.
Cn1c(N)c(C(=O)COC(=O)C2CCCCC2)c(=O)n(C)c1=O	104.8	6.7	4.9	2.2	-0.1	96.5	-7.5	-32.3	-0.2	18.5
COc1ccc(NC(=O)CCNS(=O)(=O)c2ccc(Br)s2)cc1	85.3	4.1	8.0	-0.5	.	92.9	5.0	-28.2	-3.6	.
COC(=O)c1c(NC(=O)CC2SCC(C(=O)OC)NC2=O)sc2c1CCCC2 (stereo not given)	101.7	20.2	-3.7	-2.1	-0.4	99.4	3.6	-24.9	-1.5	2.7
Cc1c(C2C(C#N)=C(N)N(c3ccccc3C#N)C3=C2C(=O)CCC3)cnn1C (stereo not given)	97.4	8.4	5.7	0.4	-3.0	106.8	1.8	-17.1	0.8	10.3
CCOc1cccc(-c2nnc3sc(C4CCCCC4)nn23)c1	6.1*	5.2	-0.5	11.1	-0.6	7.8	-11.0	7.3	-2.4	.
C/C(=C1/SC(N2CCOCC2)=NC1=O)c1ccc(Cl)cc1	90.6	2.0	-0.5	4.4	0.2	83.4	-7.2	-20.0	-1.3	.
Cc1noc(NS(=O)(=O)c2ccc(N/C=C/C(=O)c3ccccc3)cc2)c1C	98.5	2.3	1.9	3.4	-1.5	98.2	-9.3	-13.4	0.1	24.4
CC1CCc2c(sc(NC(=O)C(=O)NCc3ccco3)c2C#N)C1 (stereo not given)	96.8	18.0	-12.2	2.6	-0.1	92.6	-8.7	-22.9	-0.1	-3.3
CCOc1ccc(N(CC)S(=O)(=O)c2ccc3c(c2)n(C)c(=O)c(=O)n3C)cc1	73.4	21.8	-7.2	-2.3	-0.5	80.3	-7.3	-14.5	-3.5	.
N=c1c(C(=O)NCc2ccc(F)cc2)cc2c(=O)n3ccccc3nc2n1Cc1cccnc1	78.7	25.1	-9.3	10.4	1.9	62.0	-9.8	-19.9	0.6	17.3
COc1ccc(CN(CC2CCCO2)C(=O)CN2C(=O)COc3ccccc32)cc1OC (stereo not given)	80.3	12.4	5.6	2.8	.	85.5	.	9.9	-3.7	12.2
Cc1nn(C(C)C(=O)Nc2sc3c(c2C#N)CCCC3)c(C)c1[N+](=O)[O-] (stereo not given)	77.4	4.2	-10.0	1.8	1.1	71.0	-4.0	-47.1	-1.4	-47.8
Nc1cc(N)nc(SCC(=O)Nc2ccc(Br)cc2Cl)n1	75.0	20.3	.	.	-1.5	93.2	.	-21.3	0.7	.

Record cards, from the list above. Order of screens: HCT116 bCat-KO, Measles CPE, GALR2 antag, NPY Y2 blocker, Phagocyt inh, HCT116 PTEN-null, Yeast life ext, BB579 growth dn, MRP1 act, E-sel TNF inh
`COC(=O)c1c(NC(=O)CC2SCC(C(=O)OC)NC2=O)sc2c1CCCC2` (stereo not given) reads 101.7, 20.2, -3.7, -2.1, -0.4, 99.4, 3.6, -24.9, -1.5, 2.7
`CCOc1cccc(-c2nnc3sc(C4CCCCC4)nn23)c1` reads 6.1*, 5.2, -0.5, 11.1, -0.6, 7.8, -11.0, 7.3, -2.4, .

Next section
SMILES	HCT116 bCat-KO	Measles CPE	GALR2 antag	NPY Y2 blocker	Phagocyt inh	HCT116 PTEN-null	Yeast life ext	BB579 growth dn	MRP1 act	E-sel TNF inh
CSc1cc(-c2ccc(Cl)cc2)c(C(=O)NN)s1	78.1	9.1	6.3	2.3	.	88.5	-9.0	-36.0	-1.6	17.8
COc1c(Cl)cc(-c2noc(C)c2C(=O)NCc2ccc3c(c2)OCO3)cc1Cl	92.9	3.5	-6.3	4.3	.	91.8	3.4	-37.0	-0.8	3.0
Cn1cc(/C=N/n2cnc3scc(-c4ccc(Cl)cc4)c3c2=O)c2ccccc21	10.1	3.5	5.0	9.5	.	8.8	-2.1	-40.5	-4.6	.
COc1ccc(C(=O)N2N=C3CC(C)(C)OCC3C2c2ccccc2)cc1 (stereo not given)	97.6	18.4	1.3	2.4	-7.3	89.1	6.2	-55.7	-0.6	37.2
Cn1nnnc1SCC(=O)Nc1ccccc1Cl	90.0	6.0	1.1	-1.9	-1.0	84.6	-7.3	-10.9	-2.1	15.7
C=CCc1cc(C)ccc1OCCOCCn1ccnc1	87.7	6.2	0.9	5.1	.	86.1	0.1	-18.1	-0.8	0.2
O=C1CC(Sc2nnnn2C2CCCCC2)C(=O)N1c1ccccc1 (stereo not given)	90.5	2.9	1.8	0.0	.	90.7	.	-18.0	4.1	-25.0
O=C(CCCc1nc2ccccc2s1)NCc1ccccc1	89.3	21.8	-7.5	3.0	-0.9	89.5	0.0	-59.5	-2.8	-5.9
CCOC(=O)c1sc2nc(C)nc(SCC(N)=O)c2c1C	88.3	33.4	-6.6	7.7	-1.3	95.8	0.2	-20.9	-2.1	.
Cc1cc2nc(SCCOC(=O)Nc3ccccc3)nc(C)c2cc1C	81.9	6.8	-10.5	5.9	-1.6	93.9	-4.6	-13.9	0.5	-18.0
CC1(C(=O)NC2CCCCCCC2)CC1(Cl)Cl (stereo not given)	97.4	4.0	5.9	2.8	-4.9	94.0	2.9	-22.0	1.9	-18.4
CC(C)c1cccc(C(C)C)c1NC(=O)CNCc1ccccc1F	74.5	8.7	4.8	12.0	2.8	83.3	-0.1	-5.0	-2.1	-16.5
CCN(CC)C(=O)c1cc2c(=O)n3ccccc3nc2s1	92.0	3.3	8.3	3.1	.	100.3	-11.1	-23.3	-1.8	17.2
CC1(C(=O)O)CCC(C(=O)Nc2ccccc2)C1(C)C (stereo not given)	97.4	33.6	4.7	4.2	-0.7	92.8	-2.9	-4.3	-1.6	5.3
Cc1ccc(S(=O)(=O)N2CCN(C(=O)c3cccc(F)c3)CC2)cc1	90.4	23.1	-2.8	1.2	-1.8	102.5	-5.6	-48.0	-0.1	-14.0
COc1cccc(/C=N/NC(=O)CSc2ccccc2C)c1OC	106.8	7.3	2.1	7.0	-2.1	103.8	2.1	-43.3	-1.0	5.2
Nc1nc(SCC(=O)NCc2ccccc2)n[nH]1	100.8	26.7	-0.3	0.5	0.8	97.3	-11.3	-38.7	-0.9	-1.6
CCOC(=O)N1CCN(C2CC(=O)N(c3ccc(C)cc3)C2=O)CC1 (stereo not given)	75.9	3.3	11.1	0.1	0.6	83.0	-7.0	-41.9	-0.5	-31.3
CCC(=O)Nc1cc(C(=O)OCC(=O)c2ccc(Cl)cc2Cl)ccc1C	83.8	10.7	-7.1	3.0	0.8	84.2	-12.1	-42.5	0.3	-5.0
Cn1nnnc1SCC(=O)N1c2ccccc2Sc2ccc(Cl)cc21	80.5	3.0	3.8	-0.5	0.8	73.5	-16.7	-8.9	-2.7	-3.0
O=C(N1CCOCC1)N1CCN(c2ccc(F)cc2)CC1	85.0	13.8	-8.0	2.9	-1.2	99.7	-1.3	-21.0	-0.8	8.1
O=C1C2C3C=CC(C3)C2C(=O)N1c1cccc2cccnc12 (stereo not given)	89.4	0.3	3.8	2.6	-1.0	103.3	-3.7	-28.2	-3.0	-8.3
COc1ccc(/C=N/Nc2nc3ccccc3o2)cc1OC	90.3	45.2	-1.7	2.8	-2.0	84.5	-8.8	-6.3	-0.5	4.7
CCOC(=O)c1c(/N=C/C2=C(O)CCCC2=O)sc(C)c1C	96.3	22.9	-0.3	4.9	-3.2	99.0	-4.8	-33.3	-0.9	.
Cc1ccc2nc(SCC(=O)Nc3cc([N+](=O)[O-])ccc3F)[nH]c2c1	30.3	2.8	13.9	0.3	-8.8	9.2	3.9	-38.4	-5.3	-18.8
CC(C)CN(C(=O)COC(=O)Cc1n[nH]c(=O)c2ccccc12)C1CCS(=O)(=O)C1 (stereo not given)	96.2	4.2	5.2	0.0	-0.5	98.8	-2.3	-29.3	-1.1	-16.3
CCOC(=O)c1c(C)[nH]c(C)c1C(=O)CSc1nnnn1-c1ccccc1	105.0	7.9	-13.0	1.3	-2.9	100.7	-13.6	0.1	-1.2	11.2
CCc1nnc(NC(=O)c2cccs2)s1	95.3	16.7	-14.6	1.5	-0.6	97.0	2.1	-52.6	3.0	.
O=C(COC(=O)c1ccc(O)cc1)Nc1ccccc1-c1ccccc1	85.9	13.1	7.0	5.7	-3.2	87.9	1.5	-14.8	0.5	.
CCCCC(=O)NC1=C(C(=O)OC)SCC1	87.5	8.7	-9.3	1.9	-10.4	85.5	-1.3	-14.7	-3.0	20.1
CCN(CCO)Cc1csc2cc(C)ccc12	84.8	3.2	5.7	3.7	-3.5	90.1	-0.5	-24.9	-1.8	.
CC(Oc1ccc(Cl)cc1Cl)C(=O)OCn1nnc2ccccc2c1=O (stereo not given)	102.0	9.8	-1.4	4.0	-1.6	96.1	1.7	-54.5	1.5	-5.8
Cc1ccc(CSc2nc3ccncc3n2CC(=O)Nc2cc(C)cc(C)c2)cc1	27.1	6.0	-5.6	-1.6	.	7.4	-0.2	-15.5	0.6	-15.1
CC(=O)Nc1cccc(NC(=O)CCn2cnc3cc(C)c(C)cc32)c1	91.8	-0.9	8.4	3.9	-0.1	85.8	-9.9	-34.7	-1.1	-2.2
Cc1ccnc(N2C(=O)c3ccccc3C2Nc2cccc(C)c2C)c1 (stereo not given)	93.5	26.1	2.9	8.1	.	93.3	-1.2	-38.3	-2.2	-18.9
COc1ccccc1/C=C(\NC(=O)c1ccc(OC)c(OC)c1)C(=O)Nc1cccc([N+](=O)[O-])c1	103.2	5.3	-14.0	3.5	-7.6	102.2	3.3	-34.0	-1.1	1.2
Cn1c(=O)cc(N2CCc3ccccc32)[nH]c1=O	86.6	3.4	-1.9	-1.2	0.8	78.2	-9.0	-13.3	-3.0	14.8
CCc1nc(N2CCOCC2)c(C#N)c2c1COC(C)(C)C2	103.2	4.4	3.5	2.0	-1.0	110.1	4.7	-35.6	-3.9	22.0
O=C(NC12CC3CC(CC(C3)C1)C2)C1CCCN1C(=O)NC1CCCCC1 (stereo not given)	83.4	5.6	-4.7	-0.6	-0.7	84.5	-4.3	-35.7	-2.7	-6.9
O=C(N/N=C1/CC(c2ccccc2)Oc2ccccc21)C1CC1 (stereo not given)	35.7	19.1	16.3	3.9	-7.5	30.5	-2.8	-7.4	-3.5	.
Cc1ccc(-n2c(-c3ccncc3)nnc2-c2ccco2)cc1	89.3	6.8	-6.3	1.5	-0.1	89.5	-10.5	-48.4	-1.8	-19.5
Cc1ccc([N+](=O)[O-])cc1N(CC(=O)Nc1ccc(S(=O)(=O)Nc2cccc(C(F)(F)F)c2)cc1)S(C)(=O)=O	54.9	13.4	-8.3	-7.4	-4.3	43.8	4.3	-19.8	-4.0	2.1

Screens: PubChem, several laboratories
